High-throughput results: PubChem, National Center for Advancing Translational Sciences (NCATS)
IMPase Li cell: cell-permeable IMPase inhibitors with lithium potentiation | CHO-M1 cells, IP1 TR-FRET (IP-One), carbachol + lithium | Potency, µM (titrated, usually from 59.4 µM), for inactives: top-dose activity, negative = IMPase inhibition, hits mostly inhibitors | 0.35% of 210,000 active | AID 1457;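 further: IP1 builds up when IMPase is blocked and the TR-FRET signal falls; potency means the concentration at half of the fitted maximal effect; plate controls were basal vehicle for no effect and high inhibitor control for full effect; nearly all actives have a fitted effect of over 50% in size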
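CHO cells stably expressing M1 receptor (2000/well) were cultured 16–30 h, then exposed to compounds with a small lithium addition for 30 min at 37C. IP1 was measured by TR-FRET competition; AC50 from Hill fits.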
NPSR antagonist: blocks cAMP signaling of the human neuropeptide S receptor. Q6W5P4. CHO-NPSR cells, cAMP TR-FRET, antagonist mode. Potency, µM (titrated, usually from 38.3 µM), without a hit: at the highest dose activity change, negative = inhibition, most hits filed as inhibitors. 1% of 220,000 active; further: potency means the concentration at half of the fitted maximal effect; on the % scale 0 is the no-effect control and ±100 the full control effect; nearly all actives have a fitted effect of over 50% in size; many of its hits are not listed in these tables
Target sequence (Q6W5P4 whole entry, looked up): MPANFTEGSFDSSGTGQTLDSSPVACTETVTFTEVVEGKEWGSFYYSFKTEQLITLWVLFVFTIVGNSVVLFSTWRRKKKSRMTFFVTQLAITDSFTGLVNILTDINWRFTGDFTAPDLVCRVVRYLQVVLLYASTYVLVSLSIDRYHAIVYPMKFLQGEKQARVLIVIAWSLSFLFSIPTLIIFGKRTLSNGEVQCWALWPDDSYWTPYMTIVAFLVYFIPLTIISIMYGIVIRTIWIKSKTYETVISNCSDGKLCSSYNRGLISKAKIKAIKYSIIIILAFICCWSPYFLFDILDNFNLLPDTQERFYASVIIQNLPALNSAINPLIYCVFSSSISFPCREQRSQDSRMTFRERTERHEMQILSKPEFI
Epigenetic derep: derepresses silenced GFP reporter in murine cells | 0.2% of 280,000 active | AID 1865 | Potency, µM (series often up to 53.9 µM), without a hit: at the highest dose GFP activation, usual class: activators | murine LDR cells, GFP reporter derepression, 30 h; further: potency means the concentration at half of the fitted maximal effect; % of control where 0% means no effect; nearly all actives have a fitted effect of over 60% in size
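Murine LDR cells carrying a silenced, genomically integrated CMV-driven GFP reporter were exposed to compound for 30 hours at 37 C. After PBS washes, GFP-positive cells (20–120 um objects) were counted by laser-scanning microplate cytometry.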
HttQ103 aggreg: inhibitors of mutant huntingtin aggregate formation in PC12 cells; Potency, µM (top dose mostly 46.1 µM), inactives show top-dose activity change, negative = inhibition, actives largely listed as inhibitors; PC12 HttQ103-GFP aggregates, Acumen cytometry, 40 h; 1.1% of 220,000 active; AID 1688; further: potency means the concentration at half of the fitted maximal effect; on the % scale 0 is the no-effect control and ±100 the full control effect; nearly all actives have a fitted effect of over 60% in size
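Ecdysone-promoter PC12 model expressing HTT exon 1 Q103 fused to GFP, induced by tebufenozide at 100 nM final. Compounds titrated; aggregates sized 1–25 µm scored on a 488 nm laser cytometer.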
Luc counter: Kinase-Glo luciferase inhibition (counter-screen); Kinase-Glo luciferase, ATP luminescence, 8 min; Potency, µM (doses to about 38.3 µM), inactives show top-dose activity change, negative = inhibition, usual class: inhibitors; 0.28% of 200,000 active; further: potency means the concentration at half of the fitted maximal effect; on the % scale 0 is the no-effect control and ±100 the full control effect; nearly all actives have a fitted effect of over 60% in size
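Recombinant Kinase-Glo luciferase, 10 uM ATP (linear range), luciferin; imidazole pH 7.2 / KCl / MgCl2 / Tween / BSA buffer; 8 min RT; luminescence.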
L3MBTL1 inh: inhibitors of human L3MBTL1 | Q9Y468 | AlphaScreen L3MBTL1–H3K9me1 peptide binding | Potency, µM (titrated, usually from 57.1 µM), for the others: at the top dose activity, negative = inhibition, usual class: inhibitors | 0.66% of 230,000 active | AID 485360; further: potency means the concentration at half of the fitted maximal effect; on the % scale 0 is the no-effect control and ±100 the full control effect; nearly all actives have a fitted effect of over 60% in size
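L3MBTL1 (50 nM) pre-complexed 30 min with biotinylated H3(1-15)K9me1 peptide (75 nM), then compounds added for 30 min at room temperature; AlphaScreen streptavidin donor/nickel chelate acceptor beads (10 ug/mL final) read after 30 min dark incubation.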
CBFb RUNX1 block: blocks binding between human CBF-beta and RUNX1; AID 1477; Q01196+Q13951; AlphaScreen CBFb-His/RUNX1-biotin binding, biochemical; Potency, µM (highest dose often 59.8 µM), inactives show at the highest dose activity, negative = inhibition, usual class: inhibitors; 230,000 tested, under 10 active; further: % of control where 0% means no effect
Target sequence (Q01196 whole entry, looked up): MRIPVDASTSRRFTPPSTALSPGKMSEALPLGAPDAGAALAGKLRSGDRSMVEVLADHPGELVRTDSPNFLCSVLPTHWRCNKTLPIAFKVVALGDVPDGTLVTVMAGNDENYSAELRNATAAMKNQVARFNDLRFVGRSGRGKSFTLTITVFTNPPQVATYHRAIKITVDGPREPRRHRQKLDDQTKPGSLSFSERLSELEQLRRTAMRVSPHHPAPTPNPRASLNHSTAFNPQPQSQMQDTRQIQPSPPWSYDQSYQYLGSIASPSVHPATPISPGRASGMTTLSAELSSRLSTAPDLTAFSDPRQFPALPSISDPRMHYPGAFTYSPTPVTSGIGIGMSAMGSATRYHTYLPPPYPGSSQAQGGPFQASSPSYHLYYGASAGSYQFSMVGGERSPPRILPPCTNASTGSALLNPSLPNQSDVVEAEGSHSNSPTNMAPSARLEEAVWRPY
Target sequence (Q13951 whole entry, looked up): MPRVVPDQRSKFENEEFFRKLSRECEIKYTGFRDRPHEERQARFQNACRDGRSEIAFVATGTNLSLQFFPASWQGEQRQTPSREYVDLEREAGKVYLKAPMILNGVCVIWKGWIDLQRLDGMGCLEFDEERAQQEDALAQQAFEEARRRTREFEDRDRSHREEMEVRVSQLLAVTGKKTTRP
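Proteins preincubated together for 20 min at RT before compound addition; 15 min later, nickel and streptavidin beads were added and left 90 min prior to AlphaScreen measurement.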
Starred values were filed as active, the others as inactive; ? = inconclusive; . = no result given; [ ] = dose if it differs, or a comment. The call rests on the fitted dose curve; in most records, active means well fitted curve in the direction sought with a large enough effect; inconclusive means small, poorly fitted or top-dose-only effect, or another doubt; inactive means no such curve, though single readings can be large; an effect the other way counts as inactive or inconclusive. This is a subset (hit frequency here may not be typical).

SMILES	IMPase Li cell	NPSR antagonist	Epigenetic derep	HttQ103 aggreg	Luc counter	L3MBTL1 inh	CBFb RUNX1 block
Cc1noc(C)c1COc1ccc(C(=O)OCC(=O)NCc2ccccc2Cl)cc1	-1%	6%	-3.0%	-3%	0%	7%	-3%
O=C(CSc1nc(-c2ccco2)cc(C(F)(F)F)n1)Nc1ccc(C(=O)N2CCCCC2)cc1	27%[38.3 µM]	-13%[46.1 µM]	0.2%	?	2%	-8%	0%
O=C(O)C1C2C=CC3(O2)C1C(=O)N1c2ccccc2C2OCCC2C13 (stereo unspecified)	-33%[38.3 µM]	6%[46.1 µM]	-1.8%	12%	-3%	.	-13%
O=C(N/N=C/c1cccs1)c1cccnc1	.	-6%	3.8%	-3%[9.22 µM]	.	1%	2%
O=C(CN1CCCCC1)Nc1cccc([N+](=O)[O-])c1	5%[38.3 µM]	2%[46.1 µM]	-0.3%	8%	0%	3%	3%
CCC(=O)NC(=S)Nc1ccc(-c2nc3ccc(C)cc3s2)cc1	.	0%[46.1 µM]	-0.9%	6%	.	18%	8%
NC(=O)Nn1c(CCC(=O)O)ccc1-c1ccc(F)cc1	-11%[38.3 µM]	-13%[46.1 µM]	-3.4%	0%	-4%	-4%	2%
N/C(=N\OC(=O)CCC1CCCCC1)c1cccc([N+](=O)[O-])c1	15%[38.3 µM]	-4%[46.1 µM]	0.0%	-7%	-1%	-6%	-3%
COC(=O)c1cc(=O)n(-c2c(Cl)cc(C(F)(F)F)cc2Cl)[nH]1	.	-5%	1.1%	0%[9.22 µM]	.	-16%	16%
Cn1c(-c2ccccc2[N+](=O)[O-])[n+](C)c2ccccc21	.	38%	4.4%	-4%[9.22 µM]	.	5%	3%
COCCNC(=O)c1onc(CSc2cc(C)ccc2C)c1C(=O)O	9%[38.3 µM]	-12%[46.1 µM]	-1.1%	6%	3%	4%	3%
O=c1[nH]c(C2CCCN(S(=O)(=O)c3ccc(F)cc3)C2)nc2c1nnn2Cc1ccccc1 (stereo unspecified)	12%[38.3 µM]	-30%[46.1 µM]	-1.0%	-6%	-4%	.	2%
Clc1ccc(SCCCCN2CCOCC2)cc1	2%	18%	1.0%	10%	-2%	1%	-1%
CNC(=O)C1=NCCCc2cc(OC)c(OC)cc21	18%[38.3 µM]	-9%[46.1 µM]	0.0%	-7%	5%	.	8%
Cc1c(-c2ccccc2)c(P(=O)(N2CCOCC2)N2CCOCC2)c2ccccn12	-14%[38.3 µM]	-6%[46.1 µM]	-1.4%	-10%	-1%	4%	1%
CN(c1ccccc1)S(=O)(=O)c1ccc(Cl)c(C(=O)NCCc2c[nH]c3ccccc23)c1	9%	-19%	0.0%	-3%	3%	-5%	-10%
O=C(c1ccc(-c2ccccc2)cc1)C1CCCN(C(=O)Cn2cncn2)C1 (stereo unspecified)	8%	4%	-1.2%	-24%[9.22 µM]	.	-7%	10%
O=C(CSc1nc2c(sc3ccccc32)c(=O)n1Cc1ccco1)NCC1CCCO1 (stereo unspecified)	30%[38.3 µM]	-13%[46.1 µM]	2.7%	-2%	-2%	-5%[11.4 µM]	9%
Cn1c(N2CCCCC2)nc2c1c(=O)n(Cc1cccc(Br)c1)c(=O)n2C	11%[38.3 µM]	-30%[46.1 µM]	3.0%	10%	-3%	0%	-2%
CN(Cc1ccccc1)C(=O)C1CCCN1S(=O)(=O)c1ccc2c(c1)n(C)c(=O)c(=O)n2C (stereo unspecified)	.	9%	-3.3%	-1%[9.22 µM]	.	-6%	2%
O=C(COC(=O)c1cccnc1Cl)c1ccc(OC(F)F)cc1	8%	1%	-0.2%	4%	-15%	4%	11%
O=C(CC1C(=O)NCCN1C(=O)Nc1ccc(F)cc1F)Nc1cc(Cl)ccc1Cl (stereo unspecified)	.	-10%	5.3%	-14%[9.22 µM]	.	-9%	-24%
CCN1C(=O)C(CC(=O)Nc2ccc(OC)cc2)N(CCN2CCOCC2)C1=S (stereo unspecified)	.	-17%	1.1%	9%[9.22 µM]	.	1%	10%
CC(C)(C)c1ccc(-c2ncccc2O)cc1	7%	19%	-1.0%	10%[9.22 µM]	-11%	-2%	10%
O=[N+]([O-])CC(=Nc1ccc(Cl)cc1)N/N=C\c1oc(O)c2ccccc12	9%[38.3 µM]	-15%[46.1 µM]	3.2%	-15%	-3%	.	?

(next part)
SMILES	IMPase Li cell	NPSR antagonist	Epigenetic derep	HttQ103 aggreg	Luc counter	L3MBTL1 inh	CBFb RUNX1 block
Cc1ccccc1NC(=O)NC1(C(=O)NCCCN2CCOCC2)CCCCC1	1%	-14%[46.1 µM]	1.2%	20%	-5%	-2%	9%
CCc1ccc(NS(=O)(=O)c2ccc3[nH]cc(C(=O)N4CCc5ccccc54)c(=O)c3c2)cc1	-7%	7%	-1.1%	0%	-2%	?	-7%
CCn1c(C(=O)N2CCc3ccccc3C2)cc2sccc21	22%[38.3 µM]	?	0.4%	-17%	2%	.	-10%
CCOC(=O)C1=C(C)NC(C)=C(C(=O)OCC)C1c1cc(N)ccc1OC(F)F	31%[38.3 µM]	-12%[46.1 µM]	0.9%	13%	0%	-3%	4%
CC(C)(C)C(=O)Nc1ccc2oc(-c3cc(F)c(F)cc3Cl)nc2c1	13%[38.3 µM]	-9%[46.1 µM]	-0.7%	6%	0%	.	11%
CCOC(=O)c1sc2c(c1C)c(=O)c(C(=O)OCC)cn2CC	-5%[38.3 µM]	-12%[46.1 µM]	0.0%	?	1%	-2%	-2%
COCc1c(C(=O)OC)nnn1-c1ccccc1	-1%	5%[46.1 µM]	0.0%	6%	0%	-5%	0%
O=C(Nc1ccc(S(=O)(=O)Nc2nccs2)cc1)c1cc(-c2ccccc2)nc2ccccc12	5%	-25%	0.0%	?	-1%	-15%	?
CCOC(=O)CNC(=O)c1cc(-c2ccccn2)nc2c(C)c(Cl)ccc12	8%	-19%	0.0%	17%	3%	4%	0%
CN(C)c1nc(-c2ccccc2)nnc1C(F)(F)F	1%[38.3 µM]	5%[46.1 µM]	-1.0%	1%	0%	3%	5%
COc1ccc(-c2noc(CCC(=O)NCC3CCN(Cc4cccc(C)c4)CC3)n2)cc1	46%[activator][38.3 µM]	-3%[46.1 µM]	2.0%	-26%	-6%	.	4%
CCOC(=O)c1cccc(NC(=O)CSc2nnc(COc3ccc(Cl)cc3)o2)c1	?	10%[46.1 µM]	4.4%	9%[9.22 µM]	0%	1%	1%
CCOC(=O)c1c(C)oc2cc(Br)c(OCC(N)=O)cc12	?	9%[46.1 µM]	0.0%	3%	2%	7%	10%
O=C(Nc1ccc(OC(F)F)cc1)Nc1cccc(C(F)(F)F)c1	36%[activator][38.3 µM]	?	3.0%	?	3%	.	15%
O=C(CC1C(=O)NCCN1Cc1cccc(Oc2ccccc2)c1)NCCc1ccncc1 (stereo unspecified)	3%	-1%	0.0%	1%[9.22 µM]	2%	-4%	-3%
CCOC(=O)C(CC)Sc1nnc2n1C(C)(C)Cc1ccccc1-2 (stereo unspecified)	0%[38.3 µM]	3%[46.1 µM]	-1.3%	6%	-1%	8%	-8%
NC(=S)Nc1cc(Cl)cc(Cl)c1	.	1%	-0.6%	3%[9.22 µM]	.	-7%	3%
CC(C)CC(=O)NC(=S)Nc1ccc(S(=O)(=O)NC(C)(C)C)cc1	7%	-3%	-2.8%	-17%	-4%	3%	6%
CN(C)c1ccc(P(=O)(OCc2ccccc2)C(O)c2ccccc2)cc1 (stereo unspecified)	.	8%	-0.1%	-23%[9.22 µM]	.	1%	-7%
O=C(Nc1ccc(N2CCOCC2)cc1)c1ccc2nc(-c3ccco3)c(-c3ccco3)nc2c1	-5%	-5%[46.1 µM]	0.9%	-24%	4%	-7%	11%
CCOc1nc(N=C(N)N)nc2c(C)cccc12	12%[38.3 µM]	-7%[46.1 µM]	-2.3%	-16%	-11%	-2%	-5%
COCCn1c(=S)[nH]c2cc(C(=O)N3CCN(c4ccc(F)cc4)CC3)ccc2c1=O	.	-13%[46.1 µM]	-1.0%	-24%	.	4%	-1%
Cc1cccc(C)c1NC(=O)CSc1nc(C)c(CC(=O)c2ccc(Br)cc2)c(C)c1C#N	?	?	2.9%	-9%	0%	19%	3%
CCC/C(C)=N\Nc1nc2c(c(=O)n(C)c(=O)n2C)n1C	.	-18%	0.1%	-9%[9.22 µM]	.	6%	7%
COc1ccccc1CC(=O)O/N=C(\N)Cc1cccc2ccccc12	6%[38.3 µM]	-6%[46.1 µM]	2.4%	-8%	2%	12%	15%

3 entries from above in another layout.
Every second line gives: IMPase Li cell, NPSR antagonist, Epigenetic derep, HttQ103 aggreg, Luc counter, L3MBTL1 inh, CBFb RUNX1 block
- CCOC(=O)c1c(C)oc2cc(Br)c(OCC(N)=O)cc12
→ ?, 9%[46.1 µM], 0.0%, 3%, 2%, 7%, 10%
- CCOC(=O)C(CC)Sc1nnc2n1C(C)(C)Cc1ccccc1-2 (stereo unspecified)
→ 0%[38.3 µM], 3%[46.1 µM], -1.3%, 6%, -1%, 8%, -8%
- COCc1c(C(=O)OC)nnn1-c1ccccc1
→ -1%, 5%[46.1 µM], 0.0%, 6%, 0%, -5%, 0%

Continuation.
SMILES	IMPase Li cell	NPSR antagonist	Epigenetic derep	HttQ103 aggreg	Luc counter	L3MBTL1 inh	CBFb RUNX1 block
CCS(=O)(=O)c1ccc(O)c(NC(=O)Nc2ccccc2OC)c1	.	-4%	5.4%	20%[9.22 µM]	.	.	6%
CC(=O)c1c(C)[nH]c(C(=O)NCc2ccco2)c1C	2%	2%	-2.6%	-12%	-2%	-6%	5%
CC1CC(C)CN(S(=O)(=O)c2ccc(C(=O)OCC(=O)NCCN3C(=O)CSC3=O)cc2)C1 (stereo unspecified)	0%	-28%	-1.3%	1%	.	.	1%
CC(C)(C)NC(=O)C(c1ccco1)N(C(=O)Cn1nnc(-c2ccc(F)cc2)n1)c1cccc(F)c1 (stereo unspecified)	-1%	?	-2.0%	29%	-1%	13%	4%
COC(=O)c1onc(-c2c(Cl)cccc2Cl)c1C(=O)OC	.	-18%	1.6%	7%[9.22 µM]	.	12%	6%
Cc1cc(C)c2c(n1)nn1c(NCCCN(C)C)cc(C)nc21	-10%[38.3 µM]	-5%[46.1 µM]	0.7%	-8%	-1%	1%	3%
O=C(CSc1nnc(C23CC4CC(CC(C4)C2)C3)o1)Nc1ccc(N2CCOCC2)c(Cl)c1	6%[38.3 µM]	?	-2.6%	-5%	2%	2%	-6%
CC(C)Cc1nc2sc3c(=O)n(N)cnc3c2c2c1COC(C)(C)C2	4%	-9%	0.0%	-11%	0%	6%	4%
CCOc1ccc(Cl)cc1CSc1n[nH]c(CC)n1	26%[38.3 µM]	-18%[46.1 µM]	0.9%	-26%	-20%	.	2%
CCOC(=O)c1cc2c(ccn2-c2ccc(F)cc2)n1CC(=O)NC(C)(C)C	9%	20%	0.1%	1%[9.22 µM]	0%	-29%	-10%
